VP16 counter: counter-screen for ROR gamma inhibitors: Gal4-VP16 reporter; hit rate 3.5% among 310,000; Potency, µM (titrated, usually from 53.6 µM), inactives show at the top dose activity, negative = inhibition, most hits filed as inhibitors; AID 2546; Drosophila S2 Gal4-VP16 UAS-luciferase, luminescence, 20 h;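 also: Gal4-VP16 expression switched on by copper sulfate through the metallothionein promoter; potency is read from the fitted curve at half-maximal effect; % is scaled to controls: 0 for no effect and ±100 for the full control effect; nearly all actives have a fitted effect of over 50% in size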
p53 reactivator: re-activators of mutant p53; H1299 p53-A138V BP100-luciferase reporter, luminescence, 24 h; Potency, µM (highest dose often 92.2 µM), for inactives: top-dose activity change, positive = activation, hits mostly activators; hit rate 0.063% among 320,000; also: potency is read from the fitted curve at half-maximal effect; % of control where 0% means no effect; nearly all actives have a fitted effect of over 45% in size
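p53-null H1299 cells stably carrying temperature-sensitive p53-A138V and a BP100-luciferase reporter were pinned with compounds (4-point, 1:5 series) and held 24 hrs at 37 deg C. Luminescence was read 10 min after detection reagent.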
FLuc modulator: firefly luciferase modulation, counter-screen for miR-21 project; P08659; purified FLuc, Km substrates, luminescence inhibition; Potency, µM (titrated, usually from 57.5 µM), inactives show at the highest dose activity change, negative = inhibition, usual class: inhibitors; hit rate 6.9% among 360,000;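 also: potency is read from the fitted curve at half-maximal effect; plate controls were vehicle for no effect and reference inhibitor for full effect; nearly all actives have a fitted effect of over 55% in size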
Target sequence (P08659 whole entry, looked up): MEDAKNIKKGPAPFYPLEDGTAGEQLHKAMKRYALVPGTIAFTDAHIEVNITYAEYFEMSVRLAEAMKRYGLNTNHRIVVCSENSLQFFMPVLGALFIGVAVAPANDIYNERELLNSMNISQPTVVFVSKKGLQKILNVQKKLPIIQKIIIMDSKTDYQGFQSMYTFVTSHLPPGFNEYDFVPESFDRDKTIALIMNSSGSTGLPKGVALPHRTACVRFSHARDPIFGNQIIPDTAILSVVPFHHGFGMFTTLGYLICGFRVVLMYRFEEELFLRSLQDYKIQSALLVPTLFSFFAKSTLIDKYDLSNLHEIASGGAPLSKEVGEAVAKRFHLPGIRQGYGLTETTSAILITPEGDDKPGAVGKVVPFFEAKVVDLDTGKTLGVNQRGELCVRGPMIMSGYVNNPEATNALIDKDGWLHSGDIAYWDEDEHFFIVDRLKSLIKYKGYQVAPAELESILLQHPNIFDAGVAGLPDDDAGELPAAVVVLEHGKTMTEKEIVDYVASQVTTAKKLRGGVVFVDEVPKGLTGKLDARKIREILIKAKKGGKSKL
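Purified P. pyralis luciferase (10nM final) with 10uM D-luciferin and 10uM ATP (Km levels) in 50mM Tris acetate pH 7.5, 10mM Mg acetate, 0.01% Tween-20, 0.05% BSA; qHTS 6-point titration, ~60 µM downward; luminescence read.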
ELG1 DNA repair: ELG1-dependent DNA repair inhibition; HEK293T ELG1-luciferase reporter, luminescence, 16 h; DNA damage induced by 5-fluorouridine; Potency, µM (top dose mostly 46.1 µM), without a hit: at the top dose activity change, negative = inhibition, usual class: inhibitors; hit rate 2.3% among 330,000; AID 504467; also: potency is read from the fitted curve at half-maximal effect; % is scaled to controls: 0 for no effect and ±100 for the full control effect; nearly all actives have a fitted effect of over 55% in size
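Luminescence from the luciferase reporter, measured 30 min after ONE-Glo reagent at room temperature, was the read-out. Beforehand, 2,000 cells per well were exposed for 16 hr at 37 °C to 5-fluorouridine together with compound or vehicle.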
ELG1 genotoxic: induces genotoxicity in HEK293T cells with luciferase-tagged ELG1; HEK293T ELG1-luciferase reporter, luminescence, 16 h; Potency, µM (titrated, usually from 46 µM), without a hit: top-dose activity change, positive = activation, most hits filed as activators; hit rate 1.3% among 330,000; also: potency is read from the fitted curve at half-maximal effect; % of control where 0% means no effect; nearly all actives have a fitted effect of over 60% in size
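Genotoxic stress is detected as increased luminescence from luciferase-tagged ELG1 in HEK293T cells, measured with ONE-Glo after a 16 hr treatment at 37 °C.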
RORgamma inh: blocks mouse ROR gamma transcriptional activity; Drosophila S2 Gal4-RORgamma UAS-luciferase reporter, 20 h; hit rate 5.4% among 310,000; Potency, µM (titrated, usually from 53.6 µM), inactives show top-dose activity change, negative = inhibition, hits mostly inhibitors; also: potency is read from the fitted curve at half-maximal effect; % is scaled to controls: 0 for no effect and ±100 for the full control effect; nearly all actives have a fitted effect of over 60% in size
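Luciferase reporter read in Schneider cells carrying Gal4-RORγ (mouse) and UAS-Photinus luciferase; cells given compound 1 h before 700 uM copper sulfate induction, then incubated 20 h at ambient temperature.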
BRCA1 expr up: activators of BRCA1 expression | Potency, µM (doses to about 46.1 µM), without a hit: top-dose activation, hits mostly activators | hit rate 1.1% among 380,000 | MCF7-BRCA1-FFLuc reporter, luminescence, 48 h; response scale: scaled: vehicle 0%, 10 µM genistein 100%; also: potency is read from the fitted curve at half-maximal effect; nearly all actives have a fitted effect of over 80% in size; some results filed as inactive show a strong effect at the top dose
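Using MCF7 cells harboring a BRCA1 firefly luciferase reporter, plated 2 h before compound pinning, the screen measured luminescence after 48 h incubation. Responses were normalized to DMSO and 10 microM genistein, then fitted for concentration-effect.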
Tb PFK block: inhibitors of T. brucei phosphofructokinase; O15648; T. brucei PFK, ADP-Glo luminescence; Potency, µM (titrated, usually from 57.5 µM), for the others: at the highest dose activity, negative = inhibition, actives largely listed as inhibitors; hit rate 0.17% among 330,000; AID 485367;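 also: potency is read from the fitted curve at half-maximal effect; 0% = uninhibited 1x PFK enzyme wells and -100% = no-enzyme wells; nearly all actives have a fitted effect of over 60% in size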
Target sequence (O15648 whole entry, looked up): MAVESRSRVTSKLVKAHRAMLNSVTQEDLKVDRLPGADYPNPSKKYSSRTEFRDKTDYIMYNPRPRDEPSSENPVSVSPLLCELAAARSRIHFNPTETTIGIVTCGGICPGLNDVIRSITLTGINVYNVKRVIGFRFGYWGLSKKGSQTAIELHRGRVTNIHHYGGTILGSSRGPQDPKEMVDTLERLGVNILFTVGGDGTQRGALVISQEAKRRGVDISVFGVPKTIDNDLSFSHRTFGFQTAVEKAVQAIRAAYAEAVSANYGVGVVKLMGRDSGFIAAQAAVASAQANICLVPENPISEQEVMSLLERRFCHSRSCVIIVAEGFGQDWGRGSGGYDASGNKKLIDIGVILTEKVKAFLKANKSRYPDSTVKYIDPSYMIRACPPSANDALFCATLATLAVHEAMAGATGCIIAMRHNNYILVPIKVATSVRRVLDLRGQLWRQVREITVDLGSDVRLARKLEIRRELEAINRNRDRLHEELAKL
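Luminescent ADP detection (ADP-Glo, two-step: ATP depletion then ADP-to-ATP conversion for luciferase) reported PFK activity after 45 min room-temperature reaction of 1.25 nM enzyme with 0.5 mM F6P and 0.1 mM ATP at pH 8.0.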
NPC1 promoter act: NPC1 promoter activation | Huh7 NPC1 promoter luciferase reporter, 24 h | Potency, µM (titrated, usually from 9.22 µM), without a hit: at the top dose activation, hits mostly activators | hit rate 2.4% among 320,000;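 also: potency is read from the fitted curve at half-maximal effect; % of control where 0% means no effect; nearly all actives have a fitted effect of over 60% in size; reporter is driven by a mutant NPC1 promoter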
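Stably transfected Huh7 (NPC1 promoter→luciferase), 1500 cells/well in Opti-MEM + 10% FBS, 2 h settle, then compound 24 h at 37 °C. Luminescence after 10 min with Amplite reagent.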
TRPV1 ag: activates the human vanilloid receptor TRPV1; Q8NER1; TRPV1-expressing cells, Fluo-8 calcium influx, agonist mode; activation, % at 8.33 µM; hit rate 0.19% among 320,000; in the data active = activation above about 80%; inconclusive = between about 30% and that limit; also: 0% is about no effect
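Fluo-8 calcium influx in TRPV1-expressing cells, kinetic read (ex 480/em 520 nm). Compound added and read 3 min for agonist activity, followed by capsaicin at EC20 final and 2 min further read for enhancement.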
Rab9 promoter act: activates the Rab9 promoter | AID 485297 | Huh7 Rab9 promoter-luciferase reporter, luminescence, 24 h | hit rate 2.8% among 320,000 | Potency, µM (highest dose often 9.22 µM), inactives show at the highest dose activation, negative = inhibition, actives largely listed as activators; also: potency is read from the fitted curve at half-maximal effect; % of control where 0% means no effect; nearly all actives have a fitted effect of over 60% in size
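Cells were plated at 1500 per well in reduced-serum medium with 10% FBS and left 2 h. Compound in DMSO was then added for 24 h at 37 °C. Reporter signal was read by luminescence after 10 min with luciferase detection reagent.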
* hit, by the source's call; ? = inconclusive; · = no result given; [ ] = remark or other dose. Unless noted, calls follow the shape of the dose curve; as a rule, active = well fitted curve in the direction sought with a large enough effect; inconclusive = small, poorly fitted or top-dose-only effect, or another doubt; inactive = no such curve, though single readings can be large; an effect the other way counts as inactive or inconclusive.

SMILES | VP16 counter | p53 reactivator | FLuc modulator | ELG1 DNA repair | ELG1 genotoxic | RORgamma inh | BRCA1 expr up | Tb PFK block | NPC1 promoter act | TRPV1 ag | Rab9 promoter act
O=C(CSc1ccc(-c2cccnc2)nn1)Nc1ccccc1 | 0% | -12% | -13% | -23% | -8% | -26% | 0% | -5% | 0% | -2 | 3%
O/C(=C\c1ccc2ccccc2n1)c1ccncc1 | · | ? | 2.4µM* | ? | ? | · | 77% | -9% | 2.5µM* | 8 | 1.4µM*
O=C1CCC([N+](=O)[O-])C(c2ccccc2Cl)N1 (centres undefined) | 4% | -6% | 7% | -14% | 0% | 10% | -2% | -2% | 2% | 1 | -5%
O=C(CSc1nc(Cc2ccccc2)nc2ccccc12)c1ccc2c(c1)OCCO2 | ? | -3% | -20% | ? | -9% | 6.3µM* | -46% | 5% | 1% | -2 | 1%
Cc1nn(C)c(C(=O)N/N=C/c2ccccn2)c1[N+](=O)[O-] | -3% | -2% | 2% | 5% | 0% | -41% | -8% | -8% | 4% | -5 | -3%
COc1ccc(CN2CCN(S(=O)(=O)c3ccc(C)cc3)CC2)cc1Br | -4% | -1% | 0% | -10% | 2% | 35% | -54% | -1% | 0% | 9 | -3%
O=C(CN1CCN(c2ccccn2)CC1)Nc1cc(F)ccc1F | -1% | -4% | -2% | -5% | -2% | 11% | -23% | -2% | -3% | 5 | 0%[1.84 µM]
CCC(C)(C)C1CCc2c(sc(NC(=O)c3cccs3)c2C(N)=O)C1 (centres undefined) | -9% | 0% | ? | ? | 17% | 1% | -15% | 0% | 11% | 0 | 22%
COCCNC(=O)Cn1nc(C(F)(F)F)c(Cl)c1C | -3% | -1% | -1% | 2% | -3% | -6% | 0% | -20% | 12% | 1 | 2%
COCc1cc(/C=N\NC(=O)COc2ccccc2)ccc1OC | 12% | 7% | -17% | -3% | 1% | 8% | 3% | -5% | -5% | -1 | 0%
COc1ccc(-c2cc(N3C(=O)Nc4ccccc4N3O)n[nH]2)c(OC)c1 | 3% | 0% | 15µM* | -20% | -10% | -39% | 1% | 2% | -2% | -2 | -2%
Cc1cc(NC(=O)c2c(F)cccc2F)n(-c2nc3ccccc3[nH]2)n1 | 6.3µM* | 3% | -6% | ? | -4% | 3.5µM* | -84%[inhibitor] | 4% | -1% | ? | -1%
Cc1ccc(S(=O)(=O)CCC(=O)NCc2ccco2)cc1 | 2% | -4% | 4% | 5% | 2% | -14% | 15% | -1% | 0% | -3 | -2%
O=C(NNC(=O)C(O)(c1ccccc1)c1ccccc1)C1CC1 | 2% | 6% | -1% | -1% | -1% | 20% | 4% | 3% | -2% | 0 | -6%
C/C(CC(=O)NCc1ccco1)=N\NC(=O)Cc1cccc2ccccc12 | -20% | -14% | 3% | -2% | -4% | -9% | -7% | 1% | 0% | 10 | -2%
O=C(NC1CCCCC1)NC1CCN(C(=S)NCc2ccco2)CC1 | 7% | -12% | 2% | 5% | 0% | 8% | 0% | -2% | -2% | 2 | -1%
COc1cccc(CNc2ccc(F)c(Cl)c2)c1OC | 1% | 6% | 0% | 0% | 2% | 12% | 18% | ? | 0% | 3 | 2%
O=C(N/N=C/C=C/c1ccccc1)c1ccccn1 | -17% | 10% | 17µM* | ? | ? | -36% | 60% | 2% | ? | 97* | 3.5µM*
CN(CC#CCC(c1ccccc1)c1ccccc1)C(C)(C)C | -1% | 3% | 1% | 1% | -2% | -38% | -14% | -1% | 3% | 1 | 1%
[N-]=[N+]=NC[C@H](Cc1ccccc1)N1CC[C@@H](O)CCC1=O | 4% | · | 6% | -3% | 3% | -16% | 6% | 3% | -4% | 0 | -2%
Cn1c(=O)[nH]c(=O)c2c1nc([N+](=O)[O-])n2Cc1ccccc1 | 5.6µM* | -13% | 1% | 15µM* | -15% | 4µM* | -81% | -10% | -16% | 0 | -45%[inhibitor]
CCC(C)(C)n1nnnc1C(CC(C)C)N1CCC(C(N)=O)CC1 (centres undefined) | -5% | -1% | 0% | -6% | -6% | -2% | 12% | 1% | 12% | 21 | 0%
CS(=O)(=O)N1CCc2ccccc2C1 | 0% | 0% | 4% | -5% | 2% | -43% | -6% | 2% | 0% | -3 | 1%
COc1ccc(NC(=O)CN(C)C(=O)c2cc(S(=O)(=O)N3CCCCCC3)ccc2OC)cc1 | · | -3% | 3% | ? | -5% | · | -23% | -3% | 0% | -4 | 3%
FC(F)(F)c1nc(-c2ccncc2)ncc1-c1nnnn1-c1ccccc1 | -20% | -8% | 2% | -1% | -5% | 16% | -29% | 0% | -2% | 0 | -7%
Cc1ccc(C(C)C)cc1S(=O)(=O)NC1CC(C)(C)NC(C)(C)C1 | -6% | · | 7% | -10% | -1% | ? | -20% | 0% | -2% | -3 | -4%
Nc1cc(=O)[nH]c(SCc2ccccc2Cl)n1 | -4% | ? | -1% | 6% | 2% | 8% | -13% | 1% | -4% | -4 | -4%
COCc1[nH]nc2c1C(C1C=CCCC1)C(C#N)=C(N)O2 (centres undefined) | 12% | 26% | -3% | 10% | -12% | ? | -5% | 27% | -6% | -2 | -1%
COc1ccccc1/C=C1/C(=O)N(c2cc(C)cc(C)c2)C(c2cccc([N+](=O)[O-])c2)S1(=O)=O (centres undefined) | -8% | -2% | -2% | 3% | 0% | 14% | -4% | 2% | 1% | -3 | 2%
CCOC(=O)C(Cc1ccccc1)C(=O)Nc1ccc(N(CC)CC)cc1 (centres undefined) | 0% | -3% | -11% | ? | 1% | 16% | -10% | -5% | 0% | 1 | 0%
Cc1ccc(NNC(=O)c2ccno2)cc1Cl | -6% | 4% | 3% | -5% | 8% | 18% | -24% | -19% | 19% | 8 | 0%
NC(=O)CCN1CCN(Cc2nc(C(c3ccccc3)c3ccccc3)no2)CC1 | -13% | 2% | -2% | 8% | 0% | 3% | 2% | 3% | -2% | 4 | -6%
COc1ccc(/C=C/C(=O)c2ccccc2O)cc1CN1CCOCC1 | 15% | 5% | -3% | ? | -9% | 32% | -40% | 4% | -3% | 1 | 2%
COc1cc(C(=O)NNC2=NC(C)(C)Cc3cc(C)c(C)cc32)cc(OC)c1OC | ? | -8% | 2% | -25% | -2% | ? | 0% | 0% | -2% | 4 | -2%
O=C(CCNc1ccc(F)cc1)c1ccco1 | ? | ? | 2%[2.3 µM] | ? | 12% | 11µM* | -39% | -15% | -5% | 9 | 25%
O=C(c1ccc(-c2ccccc2)cc1)C1CCCN(C(=O)Cn2cncn2)C1 (centres undefined) | -5% | -6% | 2% | -5% | 0% | 29% | 34% | -1% | 3% | 9 | -1%
O=S(=O)(NCCO)c1ccc2c(c1)Cc1cc(S(=O)(=O)NCCO)ccc1-2 | 5% | -4% | 1% | -1% | 1% | 12% | -6% | 2% | -6% | 1 | -2%
Cc1cccc(OCC(=O)O/N=C(\N)Cc2ccc(Cl)cc2)c1 | 0% | · | 3% | · | · | 1% | -2% | · | · | 20 | ·
CC1CCC(NC(=O)CN2C(=O)c3ccccc3S2(=O)=O)CC1 (centres undefined) | · | 3% | · | ? | 5% | · | 11% | -9% | · | · | ·
COc1ccc(-c2cc(C(F)F)n3ncc(C(=O)N4CCc5ccccc5C4)c3n2)cc1 | 12% | 2% | -1% | 2% | -2% | -5% | -47% | 4% | -3% | 2 | 0%
CC(C)(C)c1cc[n+](/C(C(=S)Nc2ccccc2F)=C(/[O-])c2ccc3c(c2)OCCO3)cc1 | -10% | 27% | ? | 3% | 2% | 10µM* | 0% | -1% | 8% | -2 | 18%
COc1ccc(C(=O)OCC(=O)c2ccc(CNC(C)=O)s2)cc1 | · | ? | 11µM* | ? | 1% | · | 14% | 1% | 9% | 5 | 23%
CC(=O)c1cccc(NC(=O)CCOc2ccccc2)c1 | 16% | 29% | ? | ? | ? | 11% | ? | 6% | 19% | 2 | ?
CN1C(=O)c2cccc3c(S(=O)(=O)Nc4ccccc4F)ccc1c23 | 28% | -5% | 0% | ? | 5.8µM* | -15% | -74% | 2% | -8% | -2 | 0%
CCN(CC)CCCNC(=O)c1ccc(C)c(NC(=O)C2=C(C)OCCS2)c1 | -1% | -1% | 0% | -5% | 2% | 8% | -3% | 1% | 3% | -4 | -4%
Cc1nn(C(C)C(=O)NNC(=S)Nc2ccc(F)cc2)c(C)c1[N+](=O)[O-] (centres undefined) | -13% | -1% | 2% | 15% | 0% | ? | 6% | -3% | -3% | -1 | 5%
